High-throughput results as filed in PubChem BioAssay.
HP1b chromo inh: blocks HP1-beta chromodomain binding to methylated histone tails. 390,000 tested, 0.56% active. AlphaScreen HP1-beta / biotin-H3K9me3 peptide binding. Potency, µM (titrated, usually from 114 µM), without a hit: top-dose activity change, negative = inhibition, most hits filed as inhibitors. P83916; further: potency means the concentration at half of the fitted maximal effect; nearly all actives have a fitted effect of over 70% in size; inactives centre near 23
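HP1-beta protein (50 nM final) preincubated 30 min at room temperature with biotinylated H3(1-18)K9me3 peptide (50 nM) in PBS pH 7.4, 0.01% Tween-20, then compound added for 30 min. AlphaScreen streptavidin donor/nickel chelate acceptor beads (10 ug/mL final), 30 min dark, luminescence read.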
BAZ2B inh: inhibitors of human BAZ2B bromodomain. AlphaScreen BAZ2B-H3K14Ac peptide displacement. Potency, µM (highest dose often 114 µM), for inactives: top-dose activity change, negative = inhibition, hits mostly inhibitors. AID 504333. Q9UIF8. 360,000 tested, 4.4% active; further: potency means the concentration at half of the fitted maximal effect; on the % scale 0 is the no-effect control and ±100 the full control effect; nearly all actives have a fitted effect of over 60% in size
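In this displacement format the biotinylated H3(5-23) peptide acetylated at Lys14 serves as ligand at 50 nM, with BAZ2B at 50 nM in PBS pH 7.4 containing 0.01% Tween-20. Donor and acceptor beads are 10 ug/mL final.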
Tb PGK inh: T. brucei PGK inhibition | P07378 | 380,000 tested, 0.043% active | Potency, µM (doses to about 57.5 µM), inactives show at the top dose activity change, negative = inhibition, actives largely listed as inhibitors | PGK/GAPDH coupled, Kinase-Glo luminescence, 60 min | AID 602233; further: potency means the concentration at half of the fitted maximal effect; on the % scale 0 is the no-effect control and ±100 the full control effect; nearly all actives have a fitted effect of over 60% in size
Target sequence (P07378 whole entry, looked up): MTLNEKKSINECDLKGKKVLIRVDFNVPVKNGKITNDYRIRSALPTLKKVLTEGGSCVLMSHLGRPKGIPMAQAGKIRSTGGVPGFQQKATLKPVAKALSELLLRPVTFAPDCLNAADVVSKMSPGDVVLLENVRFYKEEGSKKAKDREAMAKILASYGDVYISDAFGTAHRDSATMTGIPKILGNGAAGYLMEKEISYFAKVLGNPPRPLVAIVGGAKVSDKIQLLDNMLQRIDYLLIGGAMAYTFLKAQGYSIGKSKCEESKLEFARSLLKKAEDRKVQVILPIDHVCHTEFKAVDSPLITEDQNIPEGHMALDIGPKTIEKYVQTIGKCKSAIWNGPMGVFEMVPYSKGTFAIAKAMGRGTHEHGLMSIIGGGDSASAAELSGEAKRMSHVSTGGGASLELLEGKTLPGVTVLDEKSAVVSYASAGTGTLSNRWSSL
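Recombinant glycosomal PGK reaction used 1,3-bisphosphoglycerate generated in-well by GAPDH (100nM final) in 100mM TEA pH 7.6, 5mM MgCl2, 0.01% Tween-20. After 60 minutes at room temperature, ATP was read by Kinase-Glo Plus luminescence end-point.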
GLS inhibitor: glutaminase GLS (human) inhibition. O94925. GLS enzymatic activity, qHTS titration. Potency, µM (top dose mostly 45.5 µM), for the others: top-dose activity change, negative = inhibition, usual class: inhibitors. 410,000 tested, 0.21% active. AID 624170; further: potency means the concentration at half of the fitted maximal effect; on the % scale 0 is the no-effect control and ±100 the full control effect
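Read-out is an Amplex red fluorescence increase coupled through glutamate oxidase and HRP, measured before and after 30 min room-temperature incubation. hKGA is in 45 mM KH2PO4 (pH 8.2) with 0.02% Tween-20; glutamine added as 1mM solution.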
POLH inh: blocks human DNA polymerase eta activity; Potency, µM (highest dose often 114 µM), inactives show at the top dose activity change, negative = inhibition, actives largely listed as inhibitors; recombinant Pol eta, fluorescent DNA replication assay; 390,000 tested, 1.2% active; AID 588591; further: potency means the concentration at half of the fitted maximal effect; on the % scale 0 is the no-effect control and ±100 the full control effect
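Pol eta (10 nM) was preincubated with compounds for 15 min at room temperature, after which fluorescent replication substrate (50 nM final) was added to start the reaction. Fluorescence was read kinetically at 0 and 10 min.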
G9a inh: inhibitors of human histone lysine methyltransferase G9a; AID 504332; 350,000 tested, 8.8% active; Potency, µM (top dose mostly 102 µM), without a hit: at the highest dose activity, negative = inhibition, actives largely listed as inhibitors; G9a H3K9 monomethylation, AlphaScreen, 2 h; Q96KQ7; further: potency means the concentration at half of the fitted maximal effect; on the % scale 0 is the no-effect control and ±100 the full control effect; nearly all actives have a fitted effect of over 75% in size
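Step 1: enzyme (final 20 nM) with compound, 15 min RT. Step 2: substrate peptide 500 nM and SAM 20 uM, 2 h RT. Step 3: anti-H3K9me1 antibody and AlphaScreen beads, 10 min, then plate read.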
Pin1 inh: inhibitors of human Pin1; Pin1 FP peptide displacement, HiFluor488, 10 min; 390,000 tested, 0.009% active; AID 504891; Potency, µM (doses to about 115 µM), for the others: top-dose activity, negative = inhibition, usual class: inhibitors; active means well fitted inhibition curve with a large enough effect in the polarisation, with a control signal flat, not every such curve was filed as active; inconclusive means small, poorly fitted or top-dose-only effect, or effect the other way, or a change in a side signal; inactive means no such curve, though single readings can be large or run the other way; the % refers to the polarisation; further: potency means the concentration at half of the fitted maximal effect; on the % scale 0 is the no-effect control and ±100 the full control effect
Target sequence (Q13526 whole entry, looked up): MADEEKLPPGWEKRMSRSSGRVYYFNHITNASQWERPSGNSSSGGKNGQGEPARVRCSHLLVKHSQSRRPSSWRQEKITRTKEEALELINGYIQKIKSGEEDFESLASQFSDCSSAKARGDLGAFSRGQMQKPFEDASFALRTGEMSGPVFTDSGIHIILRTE
PI4K2A inh: PI4K2A (human) kinase inhibition; Q9BTU6; activity change, negative = inhibition, % at 76.9 µM; AID 1346378; 420,000 tested, 0.13% active; purified PI4K2A, ADP-Glo luminescence, 1 h; hits give low values; in the data active means activity change below about -50%; inconclusive means mostly about -30% to -49%;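 further: -100% = wells without enzyme as full effect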
Target sequence (Q9BTU6 whole entry, looked up): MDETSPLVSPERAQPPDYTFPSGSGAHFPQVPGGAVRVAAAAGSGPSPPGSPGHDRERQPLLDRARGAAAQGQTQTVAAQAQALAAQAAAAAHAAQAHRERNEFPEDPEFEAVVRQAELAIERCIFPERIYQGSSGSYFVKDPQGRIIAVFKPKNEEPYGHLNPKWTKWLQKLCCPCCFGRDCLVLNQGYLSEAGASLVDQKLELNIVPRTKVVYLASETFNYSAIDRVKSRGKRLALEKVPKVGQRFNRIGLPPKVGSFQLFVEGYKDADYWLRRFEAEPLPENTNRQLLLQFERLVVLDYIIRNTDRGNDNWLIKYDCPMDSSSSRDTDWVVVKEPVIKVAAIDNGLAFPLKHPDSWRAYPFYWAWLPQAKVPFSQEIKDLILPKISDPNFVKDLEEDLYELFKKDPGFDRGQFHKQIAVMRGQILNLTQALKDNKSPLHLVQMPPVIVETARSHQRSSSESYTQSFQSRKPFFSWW
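ADP-Glo luminescence measured ADP generated by PI4K2A enzyme (4 ug/mL before mixing) with 1.2 mM PI substrate (pre-mix) and 300 microM ATP (pre-mix). Tris pH7.5 buffer with MgCl2, Triton X-100; 1 h reaction at ambient temperature.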
JMJD2A Tudor: JMJD2A Tudor domain (human) inhibition; O75164; AlphaScreen JMJD2A-Tudor / H3K4me3 peptide binding; Potency, µM (doses to about 114 µM), for inactives: top-dose activity change, negative = inhibition, hits mostly inhibitors; 390,000 tested, 4.4% active; AID 504339; further: potency means the concentration at half of the fitted maximal effect; on the % scale 0 is the no-effect control and ±100 the full control effect; nearly all actives have a fitted effect of over 50% in size
The depositor's hits bear a star; i = inactive; ? = inconclusive; / = no result given; [ ] = dose if it differs, or a comment. Unless noted, the call rests on the fitted dose curve; in most records, active means well fitted curve in the direction sought with a large enough effect; inconclusive means small, poorly fitted or top-dose-only effect, or another doubt; inactive means no such curve, though single readings can be large; an effect the other way counts as inactive or inconclusive.

SMILES	HP1b chromo inh	BAZ2B inh	Tb PGK inh	GLS inhibitor	POLH inh	G9a inh	Pin1 inh	PI4K2A inh	JMJD2A Tudor
COc1cccc(C2=NOC(C(=O)NCc3ccccn3)C2)c1 (stereo not given)	21%	-7%	2%	4%	-4%	41%[activator]	2%	3	-3%
Cn1c(SCC(=O)Nc2cccc(F)c2)nc2c([nH]c3ccccc32)c1=O	25%	-13%	-4%	-1%	-12%	-7%	6%	4	-12%
Cc1ccc2nc(N(CCCN(C)C)C(=O)c3ccc(S(=O)(=O)N4CCOCC4)cc3)sc2c1	12%	-11%	7%	15%	-1%	-2%	1%	4	-14%
C/C(CC(=O)Nc1ccc(F)cc1)=N\NC(=O)c1ccccn1	49%[activator]	-25%	5%	-21%	-19%	-19%	-10%	-2	-5%
CCOC(=O)c1nnsc1C(OC)Oc1ccccc1 (stereo not given)	51%[activator]	/	-4%	-11%	5%	/	2%	0	16%
CC1=NOC(=O)/C1=C\c1ccccc1	-4%	?	-4%	-5%	6%	/	-11%	3	25µM*
O=C(N/N=C/c1ccco1)c1cccc(S(=O)(=O)Nc2ccccc2Cl)c1	-2%	?	-12%	-15%	20µM*	21%[59 µM]	-3%	-5	?
CCOc1ccc(-n2c(SCc3nc(-c4cccs4)no3)nnc2-c2ccncc2)cc1	26%	-39%	6%[11.5 µM]	-1%	-1%	3%[12.7 µM]	-6%	2	-17%
COc1ccc(Cl)cc1NC(=O)CN1C(=O)CC(C)S(=O)(=O)c2ccccc21 (stereo not given)	23%	/	-7%	3%	-13%	52%[activator]	-8%	5	-1%
CNC1(c2nnnn2-c2ccccc2C)CCOC(C)(C)C1 (stereo not given)	7%	-6%	i	?	14%	-3%[12.7 µM]	-1%	1	-16%[11.4 µM]
CC1(NC(=O)CC(c2ccccc2)(c2ccccc2)c2ccccc2)CCN(CCCc2ccccc2)C1=O (stereo not given)	30%	3%	-7%	-4%	?	5%[0.501 µM]	5%	1	-20%
Clc1cccc(CSc2nnc(-c3c[nH]c4ccccc34)o2)c1	37%	10%	-8%	-1%	-15%	16%[59 µM]	3%	1	9%
COc1cc(C(=O)N2CCN(C(=O)C3COc4ccccc4O3)CC2)cc(OC)c1OC (stereo not given)	55%[activator]	5%	-7%	20%	12%	36%[activator]	0%	-5	-9%
CCCN(CCC)CCCNC(=O)c1cc2cc3ccc(OC)cc3nc2o1	4%	3%	-3%	14%	-1%	4%[12.7 µM]	3%	-7	-5%
COc1ccc(C(=O)Cn2c(C(C)=O)nc3ccccc32)cc1	32%	/	i	-7%	-10%	/	2%	-10	-13%
O=C(Cc1nnc(NC(=O)c2cccc([N+](=O)[O-])c2)s1)NCc1ccccc1	27%	-5%	3%	12%	-10%	/	8%	2	1%
Cc1cc(OC(C)C(=O)N2CCN(c3ccc(F)cc3)CC2)c2c(C)c(C)c(=O)oc2c1 (stereo not given)	36%	-28%	-8%	1%	-9%	11%	-4%	-1	-17%
CNC(=O)c1c(NC(=O)c2cc(-c3cc(C)c(C)cc3O)n[nH]2)sc2c1CCCC2	46%[activator]	-1%	i	0%	-16%	-4%[59 µM]	-12%	-5	-11%
CC(C)(C)c1ccc(/C=C/C(=O)NCCCN2CCOCC2)cc1	32%	13%	2%	1%	-13%	/	-1%	-1	-15%
Cc1cccc(Nc2ncnc3nc[nH]c23)c1C	32%	-3%	-9%	2%	3%	-10%[59 µM]	1%	-1	-28%
COC(=O)CCS(=O)(=O)c1ccc(Cl)c(Cl)c1	33%	24%	i	1%	-10%	20%[59 µM]	-2%	-9	-3%
CCCCN=C(NNc1ccc(Br)cc1)C(=O)OCC	-10%	?	i	10%	-23%	11µM*	5%	-6	?
Cc1c(C(=O)N2C[C@@H](C)O[C@@H](C)C2)oc2c(F)cccc12	40%[activator]	-22%	0%	-12%	-12%	-4%	-9%	3	-14%
Cc1cccc(NC(=O)CCS(=O)(=O)c2ccc3c(c2)oc(=O)n3C)c1	40%[activator]	-17%	-6%	-4%	-2%	-10%	1%	0	-3%
O=C(Cc1cccs1)NCc1cccc(F)c1	34%	6%	i	-5%	-9%	-6%	-13%	-3	1%

Next part, starting with the last two of the part before.
SMILES	HP1b chromo inh	BAZ2B inh	Tb PGK inh	GLS inhibitor	POLH inh	G9a inh	Pin1 inh	PI4K2A inh	JMJD2A Tudor
Cc1cccc(NC(=O)CCS(=O)(=O)c2ccc3c(c2)oc(=O)n3C)c1	40%[activator]	-17%	-6%	-4%	-2%	-10%	1%	0	-3%
O=C(Cc1cccs1)NCc1cccc(F)c1	34%	6%	i	-5%	-9%	-6%	-13%	-3	1%
CN1CCCN(CC(O)COCc2cccs2)CC1 (stereo not given)	21%	12%	9%	5%	-19%	40µM*	5%	-9	-12%
Cc1cc(=O)c2c(=O)[nH][nH]c2[nH]1	/	/	i	11%	-9%	/	/	-10	/
Cn1c(=O)c2c(nc(NCC3CCCO3)n2Cc2cccc(Br)c2)n(C)c1=O (stereo not given)	6%	2%	0%	0%	5%	22%[12.7 µM]	-10%	-3	-26%
COc1cccc(C2CC(c3ccccc3)Nc3nc(N)nn32)c1 (stereo not given)	37%	-2%	-5%	16%	-1%	-6%	-6%	-8	-23%
COCCCNC(=O)CN(c1cccc(Cl)c1C)S(C)(=O)=O	61%[activator]	-5%	-10%	3%	-10%	0%[59 µM]	-1%	6	0%
O=C(NCC1CCCO1)c1ccc(COc2ccccc2Br)cc1 (stereo not given)	63%[activator]	0%	-2%	-15%	-21%	-9%	-1%	4	7%
CCCCn1c(=O)c(CCC(=O)OCC(=O)Nc2cc(Cl)ccc2OC)nc2ccccc21	27%	6%	-9%	-1%	-10%	4%[59 µM]	0%	2	-10%
c1csc(CNCc2ccncc2)c1	43%[activator]	-19%	0%	-2%	-10%	-64%	-5%	-3	-6%
CC(C)Cc1nn2c(=O)cc(COC(=O)c3cccc(NC(=O)c4ccccc4)c3)nc2s1	30%	-2%	2%	-28%	15%	7%[59 µM]	-10%	4	2%
O=C(NCC1(N2CCOCC2)CCCCC1)c1ccc(Cl)c(S(=O)(=O)NCc2ccco2)c1	5%	-7%	-8%	3%	-3%	5%[59 µM]	0%	-2	-24%
COc1ccc(C(=O)NCC(=O)N2CCN(C(=O)c3ccco3)CC2)cc1OC	20%	-6%	-6%	6%	-2%	-6%	-2%	2	-16%
CC(C)NC(=O)CCCOc1ccc(Cl)cc1Cl	31%	-4%	0%[11.5 µM]	-12%	-5%	14%	-19%	-1	-5%
Cc1cc2occ(CC(=O)Nc3nccs3)c2cc1C(C)C	31%[activator]	-2%	-2%	-10%	-3%	0%[59 µM]	2%	1	-14%
COc1ccc(C2c3c(-c4ccccc4O)n[nH]c3C(=O)N2CCc2ccc(OC)c(OC)c2)cc1 (stereo not given)	-7%	?	i	3%	?	-4%[12.7 µM]	11%	5	-27%[57.1 µM]
CC(OC(=O)/C=C/c1cccs1)C(=O)NC1CCCCC1C (stereo not given)	25%	-7%	-10%	0%	-19%	32%	-8%	-2	-13%
CCNC(=O)CSc1nnc(-c2ccccc2)n1-c1ccc(OCC)cc1	26%	?	i	-4%	-10%	50µM*	-1%	8	-1%
NC(=O)c1cc(S(=O)(=O)N2CCOCC2)ccc1Sc1ccccc1N	10%	12%	-11%	0%	-15%	-7%[0.501 µM]	-1%	-2	-12%
C=C(C)COc1ccc(-c2n[nH]c(C)c2-c2ccccc2OC)c(O)c1	8%	10%	-4%	9%	-22%	3%[12.7 µM]	-2%	15	?
COc1ccc2c(CC(=O)Nc3ccc(N4CCOCC4)cc3)coc2c1	25%	?	-7%	4%	-5%	?	0%	7	-20%
CCOC(=O)c1ccc2c(c1)N(Cc1cccc([N+](=O)[O-])c1)C(=O)c1ccccc1S2	2%[57 µM]	-32%	-2%	-2%	-19%	-33%[59 µM]	3%	-2	-28%
Cc1nc(NC(=O)CSc2nnc(C3CC3)n2C)sc1C	15%	-2%	i	-24%	-20%	27%	-2%	1	5%
NS(=O)(=O)c1cccc(NC(=O)c2cccc3c(Br)cccc23)c1	28%	1%	-10%	-8%	-19%	/	2%	-3	0%
COC(=O)c1ccccc1NC(=O)CN1CCC(NC(=O)c2ccccc2C)CC1	0%	/	3%	-1%	-9%	-2%[59 µM]	-9%	3	-4%
CCCCNC(=O)c1cc2nc3c(c(C(F)(F)F)n2n1)CCc1ccccc1-3	24%	-1%	-6%	-8%	-12%	10%	-1%	5	-2%
COCCN(CC(=O)Nc1cccc(C)c1C)C(=O)c1ccc(-n2cccn2)cc1	28%	7%	-10%	-4%	-21%	23%[2.33 µM]	-1%	4	-9%

Going on with the list.
SMILES	HP1b chromo inh	BAZ2B inh	Tb PGK inh	GLS inhibitor	POLH inh	G9a inh	Pin1 inh	PI4K2A inh	JMJD2A Tudor
CC(CN1CCCC1)OC(=O)c1ccc(Cl)cc1Cl (stereo not given)	50%[activator]	-3%	-2%	10%	-13%	/	0%	-5	4%
COc1ccc(NC(=O)CN2CCCN(Cc3ccc(Cl)cc3)S2(=O)=O)cc1Cl	33%	-1%	3%	0%	-15%	6%[59 µM]	45%[activator]	0	-11%
CN(CC(=O)Nc1cccc2c1CCCC2)S(=O)(=O)c1ccccc1	42%[activator]	1%	-6%	0%	-5%	14%[0.501 µM]	1%	3	-3%
CC1(C(=O)N2CCN(Cc3ccccc3Cl)CC2)CC1(Cl)Cl (stereo not given)	29%	-4%	-1%	-4%	-7%	-12%	0%	-4	-7%
O=C(c1ccc(CSc2nc3ccncc3n2Cc2ccccc2F)cc1)N1CCCCCC1	21%	-15%	i	6%	-11%	?	-9%	-1	-17%
S=C(NNc1nc(Nc2ccccc2)nc(N2CCCCC2)n1)NC1CCCCC1	-4%	/	i	-20%	-18%	?	-8%	-2	?

Only part of the results is shown; count on the stated rates, not on these rows.
